Compound activity as filed in PubChem.
DNA FID counter: compounds displacing fluorescent DNA intercalator, primary screen, artefact control for HCV NS3 helicase inhibitor project, biochemical, FID fluorescence; DNA fluorescent intercalator displacement; hit rate 0.17% among 290,000; AID 1845, 2009; inhibition, % at 7.9 µM; in the data active = inhibition above about 37%;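 also: 0% = vehicle and 100% = reference compound; higher means more ethidium bromide displaced from hairpin DNA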
NALP1 yeast inh: NALP1 inflammasome inhibitors in reconstituted yeast, colorimetric, S. cerevisiae, triplicate retest | S. cerevisiae NALP1/ASC/caspase-1 growth, X-gal OD620, 72 h | inhibition, % at 10 µM | hit rate 0.61% among 280,000 | AID 2071, 2009; in the data active = inhibition mostly above about 24%, no sharp cut-off; inactive = mostly below about 32%; also: some compounds called inactive have numbers as strong as hits
NS3 helicase inh: inhibitors of HCV NS3 helicase, primary screen, biochemical, Cy5 molecular beacon fluorescence. hit rate 0.56% among 290,000. AID 1800, 2009. inhibition, % at 10.9 µM. NS3 helicase DNA unwinding;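 active = inhibition above the mean of all tested compounds plus 3 SD, set per campaign, cut at about 35% in these data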;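 also: 0% = DMSO wells and 100% = thioflavine S control wells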
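Measured by: Cy5 fluorescence, 0 and 60 min reads / Assay system: NS3 helicase fragment of HCV / Control set: low DMSO, high thioflavine S at 110 µM / Times: 1 h reaction at 25 °C, ATP-initiated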
MEKK2 WT-MEK5: modulators of MEK5 binding to wildtype MEKK2, primary screen, biochemical, multiplex bead flow cytometry, Alexa488-MEK5 | binding response (% of control), % at 10 µM | AID 1531, 2009 | Mitogen-activated protein kinase kinase kinase 2 (Homo sapiens), Q9Y2U5 | Alexa488-MEK5 binding to MEKK2 WT; actives lie on both sides | hit rate 1.1% among 290,000; in the data active = binding response below about 67% or above about 130%
VIM-2 inh: VIM-2 metallo-beta-lactamase inhibitors, primary screen, biochemical, epi-absorbance readout, Pseudomonas aeruginosa enzyme | purified VIM-2, nitrocefin hydrolysis, epi-absorbance fluorescence | inhibition, % at 5.6 µM | hit rate 0.89% among 290,000 | AID 1527, 2009;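 active = inhibition above the mean of all tested compounds plus 3 SD, cutoff set per screening run, cut at about 7.5% in these data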;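 also: red hydrolysis product quenches plate fluorescence so inhibitors raise well fluorescence; 0% = enzyme with DMSO and 100% = DMSO without enzyme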
IMP-1 inh: IMP-1 metallo-beta-lactamase inhibitors, primary screen, biochemical, epi-absorbance readout, Pseudomonas aeruginosa enzyme; metallo-beta-lactamase IMP-1 (Pseudomonas aeruginosa); purified IMP-1, nitrocefin hydrolysis, epi-absorbance fluorescence; inhibition, % at 5.6 µM; hit rate 0.45% among 290,000; AID 1556, 2009;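 active = inhibition above the mean plus 3 SD of all compounds in the same screening run, cut at about 4.5% in these data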;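 also: 0% = IMP-1 with DMSO and 100% = DMSO wells lacking enzyme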
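System: purified IMP-1; amount: IMP-1 0.2 nM before substrate addition; compound: single dose, 5.6 µM; times: 25 °C, 15 min preincubation, 25 min reaction; signal: Epi-absorbance via hydrolysed-nitrocefin quenching of white-plate fluorescence, 480/530 nm, EDTA stop; benchmarks: DMSO with and without IMP-1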
MEKK2mut PB1 HTS: MEK5 binding signal on mutant MEKK2 PB1, primary screen, biochemical, multiplex bead flow cytometry, Alexa488-MEK5; Alexa488-MEK5 binding to MEKK2 mutant; percent response, % at 10 µM; hit rate 0.35% among 290,000; AID 1530, 2009; in the data active = percent response above about 24%, passing the limit was not always enough; also: inactives centre near 1; some results filed as inactive read as strong as hits
PfM18AAP inh: PfM18AAP inhibitors, malaria aminopeptidase, primary screen, biochemical, QFRET, recombinant enzyme; inhibition, % at 7.35 µM; AID 1822, 2009; hit rate 1.2% among 290,000; H-Glu-NHMec fluorogenic cleavage; M18 aspartyl aminopeptidase (Plasmodium falciparum 3D7);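 active = inhibition above the campaign mean inhibition over all tested compounds plus 3 SD, cut at about 28% in these data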;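 also: 0% = plate median of test compound wells and 100% = 2 mM ZnCl2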
SUMO HTRF inh: inhibitors of in vitro SUMOylation cascade, primary screen, biochemical, HTRF, uHTS | hit rate 0.36% among 290,000 | HTRF SUMOylation assay, SAE1/SAE2 + UBC9 | SUMO-conjugating enzyme UBC9 (Homo sapiens), P63279 | inhibition, % at 35 µM; in the data active = inhibition above about 50%, passing the limit was not always enough; also: strong numbers were not always called active
Target sequence (P63279 whole entry, looked up): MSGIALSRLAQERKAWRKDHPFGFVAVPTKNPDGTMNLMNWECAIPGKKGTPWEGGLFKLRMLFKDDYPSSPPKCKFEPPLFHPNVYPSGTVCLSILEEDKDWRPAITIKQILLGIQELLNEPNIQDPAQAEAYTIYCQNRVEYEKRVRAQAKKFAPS
Numbers without * were called inactive; x = no result given.

SMILES	DNA FID counter	NALP1 yeast inh	NS3 helicase inh	MEKK2 WT-MEK5	VIM-2 inh	IMP-1 inh	MEKK2mut PB1 HTS	PfM18AAP inh	SUMO HTRF inh
CCCCN(C(=O)COc1ccc(NC(C)=O)cc1)C1CCS(=O)(=O)C1 (centres undefined)	0	9	15	96	-2.5	-2.9	5	-1	12
O=c1c(Cc2ccccc2)c(O)c2cccc3c4c(n1c23)CCCC4	-9	x	-4	100	-0.3	0.2	-9	-5	13
O=C(CCCCCn1c(=S)[nH]c2ccc(N3CCOCC3)cc2c1=O)NCc1ccccc1Cl	-19	-19	6	99	-4.0	-3.7	-1	1	20
COc1ccc(C2(C)NC(=O)N(CC(=O)Nc3ccc(Br)cc3F)C2=O)cc1OC (centres undefined)	-18	2	-4	98	0.0	-0.7	-2	-1	2
COc1ccc(C2CC(c3cccs3)=NN2C(=O)c2ccc(Br)o2)cc1 (centres undefined)	-4	8	1	97	-2.6	-2.5	3	0	-10
Cc1ccc(S(=O)(=O)NC2CCCCCCC2)cc1	-18	6	-2	112	-1.1	0.0	5	-2	7
COc1ccc(-c2cc3ccccc3n2CC(O)CN2CCC(C)CC2)cc1 (centres undefined)	35	14	-57	149*	1.5	-1.0	16	1	18
CCN(CC(=O)NCc1ccc(Cl)cc1)S(=O)(=O)c1ccc(NC(C)=O)cc1	-13	-8	13	96	-3.5	-2.4	1	-17	-5
Cc1ccccc1N1CCN(C(=O)C2CCCCC2)CC1	-17	19	-2	108	-1.2	1.1	5	2	-2
Cc1cc(=O)oc2c1ccc1oc(/C(=N/O)c3ccccc3)c(C)c12	-8	x	-3	97	-6.0	-4.9	-2	3	-5
O=C(NCc1cccnc1)C1CCN(C(=O)c2ccc(Cl)cc2Cl)CC1	-11	-1	4	101	-3.0	-1.9	2	0	-2
CC(C)N(C(=O)c1ccccc1-c1ccccc1)C(C)C	-17	8	-5	103	-2.5	-4.3	4	-10	-1
CCC(Oc1ccccc1OC)C(=O)Nc1ccc2c(c1)OCCO2 (centres undefined)	-26	12	-2	105	1.2	-1.4	2	-18	14
CC(=O)c1cnc2cc(-c3ccc(Cl)cc3)nn2c1C	2	-8	1	104	-0.5	-3.9	4	-12	2
CCOC(=O)c1ccc(CSc2ncn[nH]2)o1	-1	-8	-2	93	-1.6	-5.2	0	9	18
Cc1cccc(C)c1NC(=O)CNC(=O)Cc1ccccc1[N+](=O)[O-]	-3	7	-4	96	1.3	-0.2	-4	-8	18
N#Cc1ccccc1Cn1c(=O)n(-c2ccc(CC(=O)NCc3ccco3)cc2)c(=O)c2sccc21	-22	28	-5	110	-0.3	-2.3	4	5	7
CCOC(=O)C1CCN(C(=O)c2sccc2Cl)CC1	-4	9	18	79	0.1	0.8	-31	-2	10
CSCC[C@H](NC(=O)CCn1nnc2ccccc2c1=O)C(=O)O	2	15	1	97	-1.7	-4.0	-2	3	-12
Cc1nn(C(C)C(=O)NCc2ccccc2)c(C)c1[N+](=O)[O-] (centres undefined)	1	12	-1	105	-3.2	-2.6	3	-1	5
CCCOC1CCCN(C(=O)CCCn2nnnc2CN2CCOCC2)C1 (centres undefined)	-11	14	24	104	1.3	1.3	-3	4	-1
Cc1ccc(C)n1NC(=O)c1ccc(O)cc1	1	34	-1	96	-1.5	-1.1	2	5	12
O=C(CSc1nc2ccccc2s1)NCC1CCCO1 (centres undefined)	-6	14	2	107	-0.5	-1.6	3	-5	-5
O=C(CSc1ccccc1)Nc1ccc(N2CCN(c3ccccc3)CC2)c(F)c1	-1	9	1	109	-2.4	-2.5	10	4	6
CCOC(=O)N1CCN(C(=O)CSCC(=O)Nc2nc(-c3ccccc3)cs2)CC1	-41	11	-17	100	-0.7	-2.8	5	-6	-16
CN(C)c1ccc(C(=O)OCC(=O)c2cccs2)cc1	-4	28	-6	95	-1.0	-0.4	-2	-2	12
CC(C)(C)NC(=O)CN(C(=O)c1csnn1)c1cccc2c1CCCC2	-19	0	1	95	1.4	0.2	-5	-12	-14
CCOc1nc(N2CCOCC2)nc(N2CCOCC2)n1	-5	46	13	102	-1.2	-1.1	-2	-8	7
COCCNC(=O)CN1N=C(c2ccc(C)cc2)CCC1=O	-5	2	-5	115	-0.6	-2.1	9	-2	12
C=CCc1ccc(OCCCCCN2CCOCC2)c(OC)c1	10	4	-15	118	-1.9	-4.1	13	-8	6
COC(=O)c1c(S(N)(=O)=O)c2ccccc2n1C	1	14	-2	102	-3.0	-3.4	0	-5	10
O=C(CSc1nc2cc3ccccc3cc2[nH]1)Nc1ccc(F)cc1	2	x	-8	104	-5.8	-2.2	2	0	-6
CC(C)(C)NC(=O)CSc1ncnc2c1nnn2Cc1ccccc1Cl	-22	0	-4	107	0.1	-0.1	1	-5	12
O=C(NCc1ccc(F)cc1)c1cccc(NC2=NC3CS(=O)(=O)CC3S2)c1 (centres undefined)	-1	-10	3	106	-2.8	-2.5	0	-2	14
CC(C)(C)c1ccc(C(=O)NCCCn2ccnc2)cc1	5	15	-14	108	-1.1	-2.6	4	0	-7
NCCc1nnc(SCc2ccccc2F)o1	3	16	-9	98	0.7	-0.3	-3	-8	10
Cc1ccccc1NC(=O)Cc1ccccc1	1	5	-5	102	-1.8	-3.1	1	-1	-1
Cc1cc(NC(=O)/C=C/c2ccccc2Cl)no1	1	46	0	111	-0.6	-2.1	0	-2	11
O=C(CNC(=O)c1ccco1)OCc1cccc(Cl)c1	-2	1	5	98	-2.1	-2.3	-1	6	8
CC1CCCC(C)N1C(=O)CSc1nnc(COc2cccc3cccnc23)o1 (centres undefined)	-37	-22	15	88	-3.9	-2.4	-8	6	18
Cc1cccc(-c2noc(CCC(=O)NCC3CCCO3)n2)c1 (centres undefined)	-9	19	1	105	-4.8	-4.1	8	-1	23
O=C(CN(c1ccccc1)S(=O)(=O)c1ccc(F)cc1)NC1CCCCCC1	-6	21	-2	102	-1.2	-1.6	3	2	5
CCN(CC)CCSc1nnc2c3ccccc3n(Cc3ccccc3)c2n1	11	x	-27	109	31*	-3.1	1	13	31
CN1CCN(CC(=O)Nc2sc3c(c2C(=O)Nc2ccccc2)CCCC3)CC1	12	9	-21	109	2.7	-2.3	5	8	1
COc1ccc(C)cc1NC(=O)c1nn(C)cc1Br	-11	8	0	99	0.8	-2.9	2	-20	21
CCCCCCOc1ccc(N2C(=O)CC(SC(=NCC)NCC)C2=O)cc1 (centres undefined)	-4	-5	12	89	-1.4	-4.0	-10	-12	2
COCCN(C(=O)c1csnn1)C(C(=O)NC1CCCCC1)c1ccccc1F (centres undefined)	-24	23	-7	102	-0.8	0.5	-5	-3	-14
O=C(O)c1cccnc1SCC(=O)C12CC3CC(CC(C3)C1)C2	-35	-2	12	80	-1.4	-1.3	-20	-6	22

Brought forward from above: 2 compounds, then new ones.
SMILES	DNA FID counter	NALP1 yeast inh	NS3 helicase inh	MEKK2 WT-MEK5	VIM-2 inh	IMP-1 inh	MEKK2mut PB1 HTS	PfM18AAP inh	SUMO HTRF inh
COCCN(C(=O)c1csnn1)C(C(=O)NC1CCCCC1)c1ccccc1F (centres undefined)	-24	23	-7	102	-0.8	0.5	-5	-3	-14
O=C(O)c1cccnc1SCC(=O)C12CC3CC(CC(C3)C1)C2	-35	-2	12	80	-1.4	-1.3	-20	-6	22
Cc1n[nH]c(C)c1CCCCOc1ccccc1	-4	-2	-6	85	0.8	-0.3	-11	1	13
Cc1cc(/C=N/NC(=O)C(O)(c2ccccc2)c2ccccc2)c(C)n1-c1cccc(C(=O)O)c1	-27	31	51*	98	-3.2	-3.0	5	9	15
Cc1cccc(NC(=S)Nc2ccc(N3CCOCC3)cc2)c1C	-3	22	40*	120	-2.9	-5.8	9	3	-4
Cc1cc(=O)oc2cc(NC(=O)c3c(Cl)cnn3C)ccc12	-29	20	-2	109	0.7	-1.3	9	4	20
CCOC(=O)c1c(NC(=O)C2CCN(S(=O)(=O)c3cccs3)CC2)sc(C)c1C	-2	2	0	98	-2.4	-3.3	8	5	-6
COc1cccc(CNc2cc(C)ccn2)c1O	-1	-8	7	100	-3.0	-3.7	27*	8	-11
COc1ccc(NC(=O)Cn2nnc(-c3ccccc3NC(=O)c3ccco3)n2)cc1	6	-9	0	102	-1.7	-3.6	14	3	43

Molecules from the list above that have an aryl thioether with sulfur outside any ring (nine):
SMILES	DNA FID counter	NALP1 yeast inh	NS3 helicase inh	MEKK2 WT-MEK5	VIM-2 inh	IMP-1 inh	MEKK2mut PB1 HTS	PfM18AAP inh	SUMO HTRF inh
CCOC(=O)c1ccc(CSc2ncn[nH]2)o1	-1	-8	-2	93	-1.6	-5.2	0	9	18
O=C(CSc1nc2ccccc2s1)NCC1CCCO1 (centres undefined)	-6	14	2	107	-0.5	-1.6	3	-5	-5
O=C(CSc1ccccc1)Nc1ccc(N2CCN(c3ccccc3)CC2)c(F)c1	-1	9	1	109	-2.4	-2.5	10	4	6
O=C(CSc1nc2cc3ccccc3cc2[nH]1)Nc1ccc(F)cc1	2	x	-8	104	-5.8	-2.2	2	0	-6
CC(C)(C)NC(=O)CSc1ncnc2c1nnn2Cc1ccccc1Cl	-22	0	-4	107	0.1	-0.1	1	-5	12
NCCc1nnc(SCc2ccccc2F)o1	3	16	-9	98	0.7	-0.3	-3	-8	10
CC1CCCC(C)N1C(=O)CSc1nnc(COc2cccc3cccnc23)o1 (centres undefined)	-37	-22	15	88	-3.9	-2.4	-8	6	18
CCN(CC)CCSc1nnc2c3ccccc3n(Cc3ccccc3)c2n1	11	x	-27	109	31*	-3.1	1	13	31
O=C(O)c1cccnc1SCC(=O)C12CC3CC(CC(C3)C1)C2	-35	-2	12	80	-1.4	-1.3	-20	-6	22
